Assay outcomes: PubChem BioAssay, NCI
Growth percent in the NCI-60 one-dose screen (48 h, 10 µM unless noted): 100 = growth as untreated, 0 = no growth, -100 = all killed.
IGROV1 = IGROV1 ovarian cancer; 79,000 compounds, 4.7% hits; AID 1794786
NCI/ADR-RES = NCI/ADR-RES ovarian cells; 81,000 compounds, 4.4% hits
OVCAR-4 = OVCAR-4 ovarian cancer cells | 80,000 compounds, 3.7% hits | AID 1794784
NCI-H322M = NCI-H322M lung cancer | 80,000 compounds, 2.7% hits | AID 1794733
NCI-H460 = NCI-H460 lung cancer | 82,000 compounds, 6.8% hits | AID 1794736
NCI-H23 = NCI-H23 lung cancer. 80,000 compounds, 4% hits
NCI-H522 = NCI-H522 lung cancer | AID 1794739 | 78,000 compounds, 8% hits
SK-OV-3 = SK-OV-3 ovarian cancer cells; 80,000 compounds, 3.2% hits; AID 1794785
NCI-H226 = NCI-H226 lung cancer; 79,000 compounds, 3.5% hits; AID 1794732
Active calls of the source: *; & = joins results of further samples. How the source made its calls: active means growth percent below 10; inactive means the rest.

COc1cc2[nH]c(O)c(C=O)c2cc1OC was read as IGROV1 93.5, NCI/ADR-RES 102.5, OVCAR-4 109.3, NCI-H322M 118.2, NCI-H460 110.1, NCI-H23 96.2, NCI-H522 99.2 and SK-OV-3 105.2.
`O=c1ccc2ccccc2o1` gave IGROV1 110.9, NCI/ADR-RES 104.6, NCI-H322M 115.2, NCI-H460 113.8, NCI-H522 94.3, SK-OV-3 110.9 and NCI-H226 102.5.
For O=C1/C(=C/c2ccc(I)cc2)Cc2cc3c(cc21)OCO3 the results were IGROV1 86.7, NCI/ADR-RES 98.3, OVCAR-4 103.9, NCI-H322M 87.3, NCI-H460 104.5, NCI-H522 99.1, SK-OV-3 79.2 and NCI-H226 93.2.
Screening COc1ccc(C2C=C(c3ccc(OC)c(OC)c3)N=C3SC=C(C)N32)c(Br)c1 (stereo unspecified) returned IGROV1 104.6, NCI/ADR-RES 113.3, OVCAR-4 99.6, NCI-H322M 95.8, NCI-H460 104.7, NCI-H23 99.2, NCI-H522 96.7, SK-OV-3 106.5 and NCI-H226 99.2.
`CC1COC(C)(C)O1` (stereo unspecified) gave IGROV1 119.0, NCI/ADR-RES 110.1, OVCAR-4 101.8, NCI-H322M 106.0, NCI-H460 104.7, NCI-H23 100.4, NCI-H522 100.9, SK-OV-3 94.2 and NCI-H226 114.3.
For CC1=NN(c2nc3ccccc3n3c(C)nnc23)C(=O)C1 the results were IGROV1 112.9, NCI/ADR-RES 109.2, OVCAR-4 104.8, NCI-H322M 104.3, NCI-H460 99.3, NCI-H522 103.2, SK-OV-3 104.7 and NCI-H226 98.6.
Screening CS(=O)(=O)c1ccc(-c2nc3ccccn3c2/C=N/Nc2nc(-c3ccc(Cl)cc3)cs2)cc1 returned IGROV1 114.8, NCI/ADR-RES 104.3, OVCAR-4 105.2, NCI-H322M 111.0, NCI-H460 101.6, NCI-H522 96.2, SK-OV-3 140.2 and NCI-H226 107.6.
For O=C(NCc1cc(C(F)(F)F)ccc1Cl)C1CCC(=O)N1c1cccs1 (stereo unspecified) the results were IGROV1 102.2, NCI/ADR-RES 96.2, OVCAR-4 91.6, NCI-H322M 116.0, NCI-H460 106.2, NCI-H23 99.3, NCI-H522 85.6, SK-OV-3 94.7 and NCI-H226 89.4.
O=C(CCc1nnc2sc(Nc3ccc(Cl)cc3)nn12)c1nc2ccccc2[nH]1 was read as IGROV1 86.4, NCI/ADR-RES 97.2, OVCAR-4 93.3, NCI-H322M 89.5, NCI-H460 88.9, NCI-H23 92.7, NCI-H522 84.0, SK-OV-3 94.7 and NCI-H226 90.4.
For CCS/C(Cl)=C(\Cl)SCC the results were IGROV1 108.4, NCI/ADR-RES 109.8, OVCAR-4 112.0, NCI-H322M 101.8, NCI-H460 112.9, NCI-H23 105.1, SK-OV-3 108.8 and NCI-H226 104.9.
`Cc1cccc(-c2nc(Nc3ccc(C(=O)O)cc3)c3ccccc3n2)c1` gave IGROV1 110.1, NCI/ADR-RES 84.6, OVCAR-4 83.4, NCI-H322M 103.3, NCI-H460 78.0, NCI-H23 99.0, NCI-H522 87.5, SK-OV-3 108.7 and NCI-H226 47.6.
Screening O=C(Nc1ccccc1)Nc1ccc(Oc2ncnc3sc4c(c23)CCCC4)cc1 returned IGROV1 87.3, NCI/ADR-RES 63.3, OVCAR-4 55.1, NCI-H322M 99.8, NCI-H460 70.8, NCI-H23 66.4, NCI-H522 15.6, SK-OV-3 72.3 and NCI-H226 66.7.
`O=C(N/N=C/c1ccc(Cl)cc1)c1ccccc1Nc1ccnc(C(F)(F)F)c1` gave IGROV1 107.4, NCI/ADR-RES 107.3, OVCAR-4 106.0, NCI-H322M 214.5, NCI-H460 106.1, NCI-H23 101.9, NCI-H522 96.9, SK-OV-3 105.1 and NCI-H226 99.8.
Cc1cc(=O)oc2cc(OCCOc3cccc(/C=C/C(=O)NO)c3)ccc12 was read as IGROV1 105.9, NCI/ADR-RES 96.3, OVCAR-4 94.4, NCI-H322M 105.5, NCI-H460 94.8, NCI-H522 90.9, SK-OV-3 107.2 and NCI-H226 100.8.
Screening CCSC1=Nc2c(c(-c3ccccc3)cn2-c2ccc(C)cc2)C2=NCCN12 returned IGROV1 84.0, NCI/ADR-RES 95.3, OVCAR-4 99.4, NCI-H322M 95.7, NCI-H460 96.9, NCI-H23 92.9, NCI-H522 94.1, SK-OV-3 102.7 and NCI-H226 85.1.
For C=CCN(CC=C)c1nc(N)nc(N)n1 the results were IGROV1 103.3, NCI/ADR-RES 98.7, OVCAR-4 107.1, NCI-H322M 113.9, NCI-H460 108.1, NCI-H23 91.8, NCI-H522 112.9, SK-OV-3 97.2 and NCI-H226 102.1.
`Fc1ccc(-c2cc3nc(C(Cl)Cl)nc(-c4ccccc4)n3n2)cc1` gave IGROV1 46.5, NCI/ADR-RES 10.6, OVCAR-4 -16.9*, NCI-H322M -33.9*, NCI-H460 -69.1*, NCI-H522 42.4, SK-OV-3 -18.6* and NCI-H226 85.7.
`CCOC(=O)CCn1c(-c2ccccc2)cc(-c2ccccc2)c(C#N)c1=O` gave IGROV1 95.0, NCI/ADR-RES 99.7, OVCAR-4 95.8, NCI-H322M 96.7, NCI-H460 101.1, NCI-H23 92.4, NCI-H522 84.4, SK-OV-3 106.8 and NCI-H226 95.8.
Screening COc1ccc(C(=S)N2CCN(c3ccccc3C)CC2)cc1 returned IGROV1 84.5, NCI/ADR-RES 88.3, OVCAR-4 92.8, NCI-H322M 93.7, NCI-H460 116.3, NCI-H23 94.4, NCI-H522 73.5, SK-OV-3 109.6 and NCI-H226 90.3.
Screening COc1cc(/C=C\c2cc(/C=C\c3ccc(O)c(OC)c3)n(C(=O)CNc3ccccc3OC)n2)ccc1O returned IGROV1 90.5, NCI/ADR-RES 54.4, OVCAR-4 84.2, NCI-H322M 90.5, NCI-H460 81.6, NCI-H23 69.7, NCI-H522 21.9, SK-OV-3 83.8 and NCI-H226 86.0.
For Nc1nc(Cl)c2[nH]cnc2n1 the results were NCI/ADR-RES 51.0, OVCAR-4 100.8, NCI-H322M 93.1, NCI-H460 86.9, NCI-H23 87.0, NCI-H522 96.2, SK-OV-3 93.2 and NCI-H226 101.1.
For CCOc1cc(NC(=O)Nc2ccc(Oc3ccnc(C(=O)NC)c3)cc2F)ccc1Cl the results were NCI/ADR-RES 67.9, OVCAR-4 67.0, NCI-H322M 100.0, NCI-H460 74.6, NCI-H23 48.0, NCI-H522 47.1, SK-OV-3 80.8 and NCI-H226 53.6.
Screening COc1nc(NC=O)cc(=O)n1C returned IGROV1 91.5, NCI/ADR-RES 110.7, OVCAR-4 125.1, NCI-H322M 117.4, NCI-H460 106.8, NCI-H23 101.1, NCI-H522 87.4, SK-OV-3 105.9 and NCI-H226 104.8.
For O=C(CSc1nnc(-c2ccc(NC(=O)c3cccnc3)cc2)o1)Nc1ccc(F)cc1 the results were IGROV1 125.1, NCI/ADR-RES 106.0, OVCAR-4 107.7, NCI-H322M 112.8, NCI-H460 117.8, NCI-H23 104.5, NCI-H522 57.8, SK-OV-3 105.1 and NCI-H226 103.2.
Screening CC(=O)OC/C=C1/CC[C@H]2[C@@H]3C[C@H](C)C4=CC(=O)CC[C@]4(C)[C@H]3[C@@H](O)C[C@]12C returned IGROV1 89.6, NCI/ADR-RES 101.2, OVCAR-4 103.1, NCI-H322M 101.7, NCI-H460 107.5, NCI-H23 92.5, NCI-H522 79.8, SK-OV-3 94.2 and NCI-H226 90.7.
CCC(C)NCC(O)(c1ccc(Cl)cc1)c1ccc(Cl)cc1 (stereo unspecified) was read as IGROV1 77.7, NCI/ADR-RES 95.1, NCI-H322M 97.6, NCI-H460 87.3, NCI-H23 89.0, NCI-H522 90.0 and SK-OV-3 104.4.
`CC(C(Cl)c1ccccc1)S(=O)c1ccccc1` (stereo unspecified) gave IGROV1 93.2, NCI/ADR-RES 100.1, OVCAR-4 93.2, NCI-H322M 94.5, NCI-H460 105.2, NCI-H23 95.5, NCI-H522 88.8, SK-OV-3 100.3 and NCI-H226 100.3.
`C=C(C)[C@@H]1CC[C@]2(C(=O)N3CCN(CC)CC3)CC[C@]3(C)[C@H](CC[C@@H]4[C@@](C)(CCC(=O)N5CCN(CC)CC5)[C@H](C(=C)C)CC[C@]43C)[C@@H]12` gave IGROV1 73.6, NCI/ADR-RES 67.6, OVCAR-4 77.4, NCI-H322M 89.0, NCI-H460 25.1, NCI-H23 74.4, NCI-H522 77.9, SK-OV-3 95.5 and NCI-H226 79.6.
For CCCCCC(=O)OCCC1CCCCC1 the results were IGROV1 107.9, NCI/ADR-RES 103.1, OVCAR-4 101.0, NCI-H322M 99.9, NCI-H460 105.1, NCI-H23 96.2, NCI-H522 95.0, SK-OV-3 106.1 and NCI-H226 101.0.
For CCCCCCCCCc1ccc(OC(C)=O)cc1 the results were IGROV1 110.8, NCI/ADR-RES 118.8, OVCAR-4 107.3, NCI-H322M 96.8, NCI-H460 103.2, NCI-H23 104.9, NCI-H522 99.4, SK-OV-3 119.4 and NCI-H226 99.7.

Part of the list above in order of heavy-atom count, smallest number first.
For Nc1nc(Cl)c2[nH]cnc2n1 the results were NCI/ADR-RES 51.0, OVCAR-4 100.8, NCI-H322M 93.1, NCI-H460 86.9, NCI-H23 87.0, NCI-H522 96.2, SK-OV-3 93.2 and NCI-H226 101.1.
`CC(C(Cl)c1ccccc1)S(=O)c1ccccc1` (stereo unspecified) gave IGROV1 93.2, NCI/ADR-RES 100.1, OVCAR-4 93.2, NCI-H322M 94.5, NCI-H460 105.2, NCI-H23 95.5, NCI-H522 88.8, SK-OV-3 100.3 and NCI-H226 100.3.
CCC(C)NCC(O)(c1ccc(Cl)cc1)c1ccc(Cl)cc1 (stereo unspecified) was read as IGROV1 77.7, NCI/ADR-RES 95.1, NCI-H322M 97.6, NCI-H460 87.3, NCI-H23 89.0, NCI-H522 90.0 and SK-OV-3 104.4.
Screening CC(=O)OC/C=C1/CC[C@H]2[C@@H]3C[C@H](C)C4=CC(=O)CC[C@]4(C)[C@H]3[C@@H](O)C[C@]12C returned IGROV1 89.6, NCI/ADR-RES 101.2, OVCAR-4 103.1, NCI-H322M 101.7, NCI-H460 107.5, NCI-H23 92.5, NCI-H522 79.8, SK-OV-3 94.2 and NCI-H226 90.7.
`C=C(C)[C@@H]1CC[C@]2(C(=O)N3CCN(CC)CC3)CC[C@]3(C)[C@H](CC[C@@H]4[C@@](C)(CCC(=O)N5CCN(CC)CC5)[C@H](C(=C)C)CC[C@]43C)[C@@H]12` gave IGROV1 73.6, NCI/ADR-RES 67.6, OVCAR-4 77.4, NCI-H322M 89.0, NCI-H460 25.1, NCI-H23 74.4, NCI-H522 77.9, SK-OV-3 95.5 and NCI-H226 79.6.

Going on with the list:
Screening Cc1ccc(Nc2nc(-c3ccc(O)cc3)nc3n[nH]c(Nc4ccccc4)c23)cc1 returned IGROV1 58.7, NCI/ADR-RES 53.1, OVCAR-4 53.4, NCI-H322M 57.9, NCI-H460 25.9, NCI-H23 70.1, NCI-H522 50.3, SK-OV-3 37.9 and NCI-H226 73.7.
CCOC(=O)c1cnc(SCC)[nH]c1=O was read as IGROV1 98.5, NCI/ADR-RES 107.3, OVCAR-4 100.1, NCI-H322M 115.8, NCI-H460 107.0, NCI-H23 102.7, NCI-H522 66.1, SK-OV-3 108.3 and NCI-H226 106.2.
Screening COC(=O)c1cc(C(=CCC[C@H]2CC[C@@]3(C)C(CC[C@@H]4C3CC[C@@]3(C)C4CC[C@@H]3[C@H](C)CCCC(C)C)C2)c2cc(Cl)c(OC)c(C(=O)OC)c2)cc(Cl)c1OC (stereo partly specified) returned IGROV1 102.2, NCI/ADR-RES 104.0, OVCAR-4 101.6, NCI-H322M 102.9, NCI-H460 104.6, NCI-H23 101.4, NCI-H522 99.7, SK-OV-3 109.6 and NCI-H226 95.1.
Screening Cc1ccc(-c2cc(-c3cnn(-c4ccccc4)n3)nc(N)n2)cc1 returned IGROV1 90.2, NCI/ADR-RES 102.9, OVCAR-4 112.2, NCI-H322M 90.1, NCI-H460 104.4, NCI-H23 95.2, NCI-H522 89.0, SK-OV-3 98.9 and NCI-H226 94.3.
`COc1ccc(C(=O)O)cc1` gave IGROV1 113.3&103.8, NCI/ADR-RES 108.6&102.0, OVCAR-4 117.9&101.7, NCI-H322M 119.8&98.2, NCI-H460 115.6&104.4, NCI-H23 107.8&94.4, NCI-H522 100.9&101.1, SK-OV-3 108.4&108.4 and NCI-H226 106.4&103.5.
`CC(C)(C)CC(C)(C)[N+](=O)[O-]` gave IGROV1 109.3, NCI/ADR-RES 93.8, OVCAR-4 97.9, NCI-H322M 109.4, NCI-H460 105.2, NCI-H23 93.2, NCI-H522 103.0, SK-OV-3 102.8 and NCI-H226 95.9.
`CCSc1nnc(-c2ccc(NC(=O)c3cccnc3)cc2)o1` gave IGROV1 107.3, NCI/ADR-RES 104.3, OVCAR-4 118.6, NCI-H322M 104.3, NCI-H460 115.6, NCI-H23 106.8, NCI-H522 50.9, SK-OV-3 107.0 and NCI-H226 107.4.
Screening CCOC(=O)C1(NC(=O)C(CO)NC(C)=O)CCCC1 (stereo unspecified) returned IGROV1 98.1, NCI/ADR-RES 96.2, OVCAR-4 97.2, NCI-H322M 92.0, NCI-H460 105.3, NCI-H23 89.3, NCI-H522 89.1, SK-OV-3 110.0 and NCI-H226 92.9.
`O=S(=O)(O)c1c(N=Nc2c(O)ccc3ccccc23)ccc2ccccc12` gave IGROV1 87.9, NCI/ADR-RES 94.1, OVCAR-4 102.5, NCI-H322M 82.5, NCI-H460 111.7, NCI-H23 85.9, NCI-H522 87.9, SK-OV-3 83.8 and NCI-H226 77.8.
For COc1ccc(C(=O)/C=C/c2c(-c3ccc(F)cc3)nc3sccn23)cc1OC the results were IGROV1 88.7, NCI/ADR-RES 110.6, OVCAR-4 77.7, NCI-H322M 98.6, NCI-H460 90.4, NCI-H23 121.4, NCI-H522 92.6, SK-OV-3 127.0 and NCI-H226 88.9.
